Bioassay records as filed in PubChem BioAssay.
Calpain2 inh: blocks pig calpain II enzyme activity | actives 0.37% (n = 220,000) | inhibition, % at 16 µM | purified calpain II, fluorogenic peptide substrate, 30 min | AID 1236;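 active = inhibition above about 50%, limit read from the data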
BaF3 tox: reduces parental Ba/F3 cell viability, JAK2V617F counter-screen. CellTiter-Glo ATP luminescence. inhibition, % at 5.6 µM. actives 1.1% (n = 220,000);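 active = inhibition above a per-campaign cutoff, the mean inhibition of all tested compounds plus 3 SD, cut at about 27% in these data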;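 also: 0% = DMSO wells and 100% = JAK Inhibitor I control wells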
TRPN1 ag: agonists of zebrafish TRPN1 channel | HEK293 zebrafish TRPN1-YFP, Fluo-8 calcium fluorescence; 100% = response to 87 µM carbachol | activation, % at 3 µM | actives 0.18% (n = 220,000);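 active = activation above its plate's cutoff, the mean activation of test wells on that plate plus 3 SD, cut at about 19% in these data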;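 also: 0% = DMSO alone and 100% = 87 µM carbachol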
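Control set: carbachol 87 µM as high control, DMSO as low control; system: HEK293 stable line with zebrafish TRPN1-YFP; read-out: % activation versus carbachol response; detection: intracellular calcium fluorescence with Fluo-8; doses: single test compound dose, 3 µM nominal, 0.3% DMSO; schedule: dye 1 h 37 °C plus 30 min RT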
S1P4 agonist: agonists of human S1P4 receptor; O95977; S1P4-expressing cell line, agonist reporter assay; activation, % at 4.98 µM; actives 0.35% (n = 220,000); AID 1509; in the data active = activation above about 11%;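 also: 0% = DMSO vehicle and 100% = reference agonist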
Target sequence (O95977 whole entry, looked up): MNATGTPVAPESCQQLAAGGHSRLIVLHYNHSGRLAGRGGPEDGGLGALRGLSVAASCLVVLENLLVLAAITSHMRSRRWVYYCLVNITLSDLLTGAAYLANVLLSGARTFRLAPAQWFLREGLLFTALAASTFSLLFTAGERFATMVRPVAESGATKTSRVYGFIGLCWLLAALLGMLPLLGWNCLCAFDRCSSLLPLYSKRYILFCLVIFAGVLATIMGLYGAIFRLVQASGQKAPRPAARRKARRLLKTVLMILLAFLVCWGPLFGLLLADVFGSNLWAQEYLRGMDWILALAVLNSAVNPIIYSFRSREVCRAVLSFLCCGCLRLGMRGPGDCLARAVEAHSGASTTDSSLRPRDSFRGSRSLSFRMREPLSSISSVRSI
TRPML3 ag: activates the human TRPML3 channel. HEK293 TRPML3-YFP, Fluo-8 calcium fluorescence; 100% = the carbachol control signal. activation, % at 3 µM. Q8TDD5. actives 0.29% (n = 220,000). AID 1448;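 active = activation above its plate's cutoff, the mean activation of the plate's test wells plus 3 SD, cut at about 12% in these data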;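 also: 0% = DMSO only wells and 100% = carbachol wells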
Target sequence (Q8TDD5 whole entry, looked up): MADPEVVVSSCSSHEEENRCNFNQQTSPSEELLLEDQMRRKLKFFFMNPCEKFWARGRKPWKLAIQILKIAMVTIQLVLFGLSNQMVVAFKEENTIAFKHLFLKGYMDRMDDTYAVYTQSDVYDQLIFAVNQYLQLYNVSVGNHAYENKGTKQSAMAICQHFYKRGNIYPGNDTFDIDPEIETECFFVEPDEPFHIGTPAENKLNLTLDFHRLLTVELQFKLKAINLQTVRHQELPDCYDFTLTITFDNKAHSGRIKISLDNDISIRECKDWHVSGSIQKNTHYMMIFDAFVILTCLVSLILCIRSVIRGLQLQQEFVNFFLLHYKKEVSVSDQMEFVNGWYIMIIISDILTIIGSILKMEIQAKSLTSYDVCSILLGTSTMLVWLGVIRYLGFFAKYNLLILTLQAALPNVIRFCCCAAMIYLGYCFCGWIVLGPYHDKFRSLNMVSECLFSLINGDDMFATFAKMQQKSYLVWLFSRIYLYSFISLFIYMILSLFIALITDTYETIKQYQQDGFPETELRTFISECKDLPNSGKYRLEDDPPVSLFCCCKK
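Test system: HEK293 cells stably carrying human TRPML3-YFP; Doses: single dose, 3 µM final nominal compound, 0.3% DMSO final; Schedule: dye loading 1 h 37 °C then 30 min ambient, 125 s read; Technique: Fluo-8 calcium fluorescence; Benchmarks: high control carbachol 87 µM, low control DMSO.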
Ba/F3 V617F tox: lowers viability of Ba/F3 cells expressing EpoR and JAK2V617F; ATP luminescence; inhibition, % at 5.6 µM; actives 1.1% (n = 220,000); AID 1446;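 active = inhibition above the campaign mean plus 3 SD over all tested compounds, cut at about 24% in these data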;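 also: cytokine-independent growth of Ba/F3 cells driven by EpoR plus mutant JAK2; 0% = DMSO-treated cells and 100% = JAK inhibitor I control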
EP2 mod: modulators of human EP2 prostaglandin E2 receptor; P43116; EP2-expressing cells, cAMP HTRF FRET, PGE2 co-stimulation; induction, % at 25 µM; actives 0.83% (n = 260,000);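 active = compounds whose cAMP rise, as percent of the full-agonist control response, exceeds 60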;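 also: rat C6 glioma line stably carrying human EP2 under a CMV promoter; the protocol text gives 20 µM as final concentration; 100% = response of wells given 1 µM PGE2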
S1P4 antag: human S1P4 receptor antagonism; O95977; S1P4-expressing cells, antagonist mode, reporter read-out; inhibition, % at 4.98 µM; actives 0.26% (n = 220,000); AID 1510; in the data active = inhibition above about 29%;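 also: 0% = wells stimulated with agonist and 100% = vehicle wells without agonist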
PERK inhibitor: human PERK inhibition, primary cell-based screen; Q9NZJ5; CHO PERK-DD fusion, SEAP luminescence translation reporter; inhibition, % at 5.6 µM; actives 0.17% (n = 220,000); AID 1416;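 active = inhibition above the mean inhibition of all tested compounds plus 3 SD, set separately per screening campaign, cut at about 2.9% in these data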;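 also: PERK kinase domain activated by AP20187 dimerizer at 100 nM; 0% = DMSO with dimerizer and 100% = rapamycin at 8.4 µM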
Starred values were filed as active, the others as inactive; i = inactive; & = joins results of further samples.

#1 O=C(CN1CCCC1)N1CCCc2ccccc21
#2 CC(C)[C@H](NC(=O)c1ccco1)C(=O)OCC(=O)Nc1ccccc1OC(F)F
#3 Cn1cnnc1SCC(=O)Nc1ccccc1C(=O)NC1CCCC1
#4 Cc1c(NC2(c3nnnn3-c3ccc(Br)cc3)CCCCC2)c(=O)n(-c2ccccc2)n1C
#5 Cc1ccccc1NS(=O)(=O)c1cc(C(=O)N2CCCC2)ccc1C
#6 Cc1ccc(NC(=O)CN2C(=S)NC(C)(C)CC2C)cc1Cl (stereo not given)
#7 COCCN(C(=O)CCCC(=O)Nc1ccccn1)C(C(=O)NC1CCCC1)c1ccc(C)cc1 (stereo not given)
#8 O=C(C(=O)N1CCCc2ccccc21)N1CCCc2ccccc21
assay / compound	1	2	3	4	5	6	7	8
Calpain2 inh	-17	0	-29	-3	-24	6	-2	26
BaF3 tox	5	6	2	2	5	0	0	4
TRPN1 ag	1.2	0.3	1.4	-2.3	0.7	2.5	-1.6	-0.9
S1P4 agonist	0.1	0.6	-0.9	3.6	-1.0	-0.7	-0.6	0.3
TRPML3 ag	1.1	0.8	-0.2	-0.2	0.8	0.8	-0.5	-0.3
Ba/F3 V617F tox	0	-2	-4	-2	-2	3	-3	6
EP2 mod	13&23	25	7	13	1	-39	27	5
S1P4 antag	-3	-5	6	12	2	-6	-5	-8
PERK inhibitor	0.2	0.0	1.1	-1.4	1.2	-0.3	-0.9	-0.5

#9 CCC(=O)N1CCc2cc(S(=O)(=O)CCC(=O)Nc3cccc(C)n3)ccc21
#10 Cn1c(=O)n(C)c2cc(S(=O)(=O)NCc3ccco3)ccc21
#11 c1ccc(CNc2nc(N3CCOCC3)nc(N3CCOCC3)n2)cc1
#12 CC(C)(C)Cc1nc(-c2ccccn2)no1
#13 CCOC(=O)CSc1cn2c(n1)CCC2
#14 COc1ccc2c(c1)CCc1c-2n[nH]c1C(=O)O
#15 CCOC(=O)c1sc2nc(C)n(CC(=O)NCC3CCCO3)c(=O)c2c1C (stereo not given)
#16 CCOc1cc(/C=N\NC(=O)Cn2nnc3ccccc32)ccc1O
assay / compound	9	10	11	12	13	14	15	16
Calpain2 inh	-18	12	-5	-73	-12	-18	-4	-13
BaF3 tox	1	-1	3	5	7	3	7	9
TRPN1 ag	1.8	-0.6	-0.1	0.6	-0.5	2.6	1.6	0.2
S1P4 agonist	0.2	-2.4	1.1	0.9	-1.1	-1.4	2.9	3.0
TRPML3 ag	0.6	0.1	0.5	0.7	1.0	0.2	0.6	-0.5
Ba/F3 V617F tox	-1	-4	2	0	-1	-3	4	0
EP2 mod	-41	-10&9	5	18	16	18	9	-9
S1P4 antag	-4	-9	2	-7	-1	-19	8	-3
PERK inhibitor	-0.3	0.6	-0.2	1.3	0.3	1.4	0.4	0.6

#17 O=C(Oc1ccc2c3c(c(=O)oc2c1)CCC3)c1ccccc1[N+](=O)[O-]
#18 O=C(NCc1ccco1)c1nc2ncccn2n1
#19 O=C(Nc1cccc(C(=O)N2CCN(c3ccc(F)cc3)CC2)c1)c1ccccc1
#20 CCC(C)NC(=O)CNC(=S)N(Cc1ccc(F)cc1)C1CCCCC1 (stereo not given)
#21 O=C(O)c1ccc(OCC(F)(F)F)nc1
#22 N#CCOc1ccc2oc(-c3ccco3)cc(=O)c2c1
#23 CC1CCCC(C)N1CC(C)(C)NS(=O)(=O)c1ccc(Cl)cc1 (stereo not given)
#24 CC(=O)c1c(N2CCN(C(=O)c3ccco3)CC2)nc(=S)n(-c2ccccc2)c1C
assay / compound	17	18	19	20	21	22	23	24
Calpain2 inh	-96	12	11	-3	12	i	-18	5
BaF3 tox	9	0	6	2	-4	1	4	4
TRPN1 ag	-0.2	1.7	1.9	-0.5	2.0	-0.7	0.1	1.4
S1P4 agonist	-0.1	-3.4	-0.7	0.9	-2.5	0.6	-0.4	-1.2
TRPML3 ag	0.8	0.1	0.6	0.0	0.1	0.9	1.2	0.8
Ba/F3 V617F tox	3	-1	5	0	-1	-3	0	-2
EP2 mod	22	16	-68	-15	20	2	14	8
S1P4 antag	-8	-3	-3	-22	4	-7	-14	-14
PERK inhibitor	0.2	0.4	0.2	0.0	0.4	1.0	-0.5	1.1

#25 CCC(C)(NC=O)C(=O)Nc1c(C)cccc1C (stereo not given)
#26 COc1ccc(CCn2nnc(-c3ccc(NC(C)=O)c(Cl)c3)n2)cc1
#27 O=C(/C=C/c1ccc([N+](=O)[O-])cc1)N1CCN(c2ccccc2F)CC1
#28 O=C(CSc1nnc(-c2ccccc2)n1Cc1ccccc1)NNC(=O)c1ccccc1O
#29 CC1(C)CC(=O)C(C(=O)C2CCN(S(=O)(=O)c3ccccc3)CC2)C(=O)C1
#30 Cc1cc(N2C(=O)C(O)=C(C(=O)c3ccco3)C2c2ccc(O)cc2)no1 (stereo not given)
#31 Cc1ccc2c(C(=O)CN3CCSCC3)c(C)[nH]c2c1
#32 Cc1ccc(/C=N/NC(=O)C(c2ccncc2)N2CCOCC2)cc1 (stereo not given)
assay / compound	25	26	27	28	29	30	31	32
Calpain2 inh	-12	-21	-7	-22	21	1	-10	-3
BaF3 tox	-2	59*	2	2	6	3	3	-3
TRPN1 ag	0.0	-0.6	1.2	-0.4	1.0	0.8	-0.7	1.5
S1P4 agonist	1.1	0.7	1.9	0.6	0.0	1.0	-2.2	0.0
TRPML3 ag	1.0	1.1	1.1	0.3	0.9	0.7	0.0	0.2
Ba/F3 V617F tox	-3	-3	-4	-3	2	-1	2	2
EP2 mod	11	3	4	22	36	24	3	24
S1P4 antag	7	-11	0	-7	-3	-1	-5	1
PERK inhibitor	1.4	0.8	0.6	1.4	1.1	1.7	0.8	0.1

#33 Brc1ccc(C2=CC(c3ccco3)n3ncnc3N2)cc1 (stereo not given)
#34 Cc1cc(O)c(-c2cc(O)c(C)cc2O)cc1O
#35 C(=C\c1ccco1)/C=N/n1cnnc1
#36 OC1NC(=S)N(c2ccccc2)C1O (stereo not given)
#37 COC(=O)c1c(C)nn(-c2ccccc2)c1-n1cccc1
#38 CCOC(=O)C1=C(c2ccccc2)Nc2ncnn2C1c1ccc(C(=O)O)cc1 (stereo not given)
#39 O=C(O)c1nccnc1C(=O)Nc1ccc(Oc2c(Cl)cccc2Cl)nc1
#40 CCOC(=O)c1[nH]c2ccc(OCC)cc2c1CCCN1C(=O)c2ccccc2C1=O
assay / compound	33	34	35	36	37	38	39	40
Calpain2 inh	-48	-30	28	-8	20	14	-2	-7
BaF3 tox	0	-2	-1	-3	0	-1	-2	3
TRPN1 ag	-0.2	-0.8	-0.1	1.2	-1.0	-1.2	-0.6	0.5
S1P4 agonist	-5.3	-1.4	0.1	1.0	1.2	-1.1	-1.2	3.2
TRPML3 ag	0.9	0.9	0.6	0.0	-0.3	0.6	-0.7	0.3
Ba/F3 V617F tox	-1	-1	-5	-2	-6	-3	2	-2
EP2 mod	-22	-28&-16	1	1	32	-1	-2	38
S1P4 antag	12	16	-10	-1	-12	-22	1	-8
PERK inhibitor	-0.8	-0.4	0.6	0.8	-0.2	0.9	0.8	-0.8

One compound at a time, as listed above. Order of screens: Calpain2 inh, BaF3 tox, TRPN1 ag, S1P4 agonist, TRPML3 ag, Ba/F3 V617F tox, EP2 mod, S1P4 antag, PERK inhibitor
`COC(=O)c1c(C)nn(-c2ccccc2)c1-n1cccc1` is listed with 20, 0, -1.0, 1.2, -0.3, -6, 32, -12, -0.2
`OC1NC(=S)N(c2ccccc2)C1O` (stereo not given) is listed with -8, -3, 1.2, 1.0, 0.0, -2, 1, -1, 0.8
`CCOC(=O)C1=C(c2ccccc2)Nc2ncnn2C1c1ccc(C(=O)O)cc1` (stereo not given) is listed with 14, -1, -1.2, -1.1, 0.6, -3, -1, -22, 0.9

New compounds follow:
#41 CCn1ncc(C2=NOC(C(=O)Nc3ccccc3C(=O)OC)C2)c1C (stereo not given)
#42 COc1ccc(OC)c(Nc2nc(=O)c3cccnc3s2)c1
#43 CC(C)c1nnc(NC(=O)CCC(=O)Nc2ccccc2)s1
#44 Cn1cccc1Cc1nnc(SCC(=O)N2CCc3ccccc32)n1CCc1ccccc1
#45 COc1cc(Cc2nc3ccc(S(=O)(=O)N4CCOCC4)cc3[nH]2)cc(OC)c1OC
#46 CCCOc1ccc(Cc2c(COCC)[nH]c(=S)[nH]c2=O)cc1
#47 Nc1nc(CSc2nc3ccccc3s2)nc(N2CCCCC2)n1
#48 CC(C)c1ccc(OCc2ccc(C(=O)N3CCN(c4ccccn4)CC3)cc2)cc1
assay / compound	41	42	43	44	45	46	47	48
Calpain2 inh	-30	40	-20	-11	-53	-7	-20	10
BaF3 tox	1	3	-3	3	8	4	3	2
TRPN1 ag	1.8	-0.5	-0.4	-0.7	-0.4	-1.3	-2.4	-0.4
S1P4 agonist	1.5	-0.6	-2.2	1.1	-1.0	1.3	11	0.6
TRPML3 ag	1.5	0.2	-0.8	-0.3	0.6	-0.7	0.0	0.7
Ba/F3 V617F tox	2	1	-2	-1	1	0	-2	-5
EP2 mod	24	-34	14	11	18	21	-42	-19
S1P4 antag	-20	-3	-12	-7	-22	-5	10	-62
PERK inhibitor	-1.0	0.3	0.7	-0.1	0.0	0.1	-0.9	-0.1

Individual results from the entries so far:
O=C(O)c1nccnc1C(=O)Nc1ccc(Oc2c(Cl)cccc2Cl)nc1 in TRPN1 ag is entered as -0.6
O=C(Nc1cccc(C(=O)N2CCN(c3ccc(F)cc3)CC2)c1)c1ccccc1 in TRPML3 ag is entered as 0.6
COc1cc(Cc2nc3ccc(S(=O)(=O)N4CCOCC4)cc3[nH]2)cc(OC)c1OC in S1P4 agonist is entered as -1.0
O=C(NCc1ccco1)c1nc2ncccn2n1 in Calpain2 inh is entered as 12

The results go on.
#49 O=C(O)C1CCN(Cc2cnn(-c3ccccc3)c2-n2cccc2)CC1
#50 CC(C)CC(NS(=O)(=O)c1cccc(C(=O)O)c1)C(=O)O (stereo not given)
#51 O=C1CN(C(=O)COC(=O)COc2ccc3c(c2)CCC3)c2ccccc2N1
#52 O=[N+]([O-])c1cccc(Cl)c1CSc1ccccn1
#53 C/C(=N/NC(=O)CNC(=O)C(c1ccccc1)c1ccccc1)c1ccco1
#54 CCOC(=O)C1(C)NC(c2ccccc2F)C2C(=O)N(CC)C(=O)C21 (stereo not given)
#55 O=C(Cn1c(=O)sc2ccccc21)Nc1nc2c(s1)CCCC2
#56 CCN(CC)c1ncnc2sc3c(c12)CCC3
assay / compound	49	50	51	52	53	54	55	56
Calpain2 inh	-2	1	-6	42	21	-19	9	25
BaF3 tox	0	9	2	8	1	0	-1	0
TRPN1 ag	0.7	1.3	3.8	-2.4	0.6	0.0	0.8	-1.9
S1P4 agonist	-0.7	-0.5	-0.2	-3.5	0.7	0.4	0.4	0.4
TRPML3 ag	-0.3	1.2	2.5	-0.3	0.7	2.2	0.2	-1.7
Ba/F3 V617F tox	2	2	-2	5	-3	-5	2	1
EP2 mod	-10	-5	-31	19	-5	15	4&-33	16
S1P4 antag	-3	-5	-10	-9	-5	-5	16	-8
PERK inhibitor	2.2	0.7	0.9	0.3	2.0	0.9	-0.1	-0.2
